FLuc inh counter – inhibits firefly luciferase, flagging false hits in luciferase inhibition screens. AID 1006. inhibition, % at 10 µM. 200,000 compounds, 1.5% hits. ATPLite firefly luciferase biochemical luminescence, 10 min. P08659;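 active = inhibition above about 50% when tested at 10 µM, limit read from the data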
Target sequence (P08659 whole entry, looked up): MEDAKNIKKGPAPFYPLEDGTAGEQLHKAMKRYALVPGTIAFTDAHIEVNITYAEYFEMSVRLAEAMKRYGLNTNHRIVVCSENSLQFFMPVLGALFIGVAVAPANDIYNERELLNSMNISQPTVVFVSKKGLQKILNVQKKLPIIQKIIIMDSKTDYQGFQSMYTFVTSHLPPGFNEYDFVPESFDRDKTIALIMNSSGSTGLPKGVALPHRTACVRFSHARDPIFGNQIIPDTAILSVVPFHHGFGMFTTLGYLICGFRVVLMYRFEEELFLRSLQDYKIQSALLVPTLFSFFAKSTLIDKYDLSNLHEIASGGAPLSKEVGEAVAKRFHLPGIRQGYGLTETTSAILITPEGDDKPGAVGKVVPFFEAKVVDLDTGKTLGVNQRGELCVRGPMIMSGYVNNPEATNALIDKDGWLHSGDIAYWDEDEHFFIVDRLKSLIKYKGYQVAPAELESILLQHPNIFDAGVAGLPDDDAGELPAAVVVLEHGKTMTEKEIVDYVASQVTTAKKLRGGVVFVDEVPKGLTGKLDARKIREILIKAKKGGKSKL
bIAP act – increases bovine intestinal alkaline phosphatase activity; 200,000 compounds, 0.17% hits; purified bovine IAP, CDP-star luminescence, 30 min; active compounds read high; fold of DMSO-control signal, blank-subtracted; activation factor at 20 µM; AID 1016;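 active = activation factor of 2 or more at 20 µM, a signal rise over negative controls twice the positive control's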
TNAP act hiacc – activators of human TNAP at high phosphate acceptor concentration; purified TNAP, CDP-star luminescence, 1 M DEA, 30 min; active compounds read high; 0 = EDTA background, 1 = DMSO-only activity; activation factor at 20 µM; 200,000 tested, under 10 active; AID 1136;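 active = activation factor at least 2 at 20 µM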
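Test system – human TNAP · Doses – 20 µM single point · Incubation – 30 min, room temperature · Signal – luminescent substrate turnover signal · Read-out basis – activation factor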
PMI act – activators of human phosphomannose isomerase; AID 1214; activation factor at 20 µM; purified human PMI, coupled resazurin fluorescence, 20 min; active compounds read high; 1 = vehicle control, 0 substrate-free wells; 190,000 compounds, 0.005% hits;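 active = activation factor of 2 or more at 20 µM, relative to plate controls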
Target sequence (P34949 whole entry, looked up): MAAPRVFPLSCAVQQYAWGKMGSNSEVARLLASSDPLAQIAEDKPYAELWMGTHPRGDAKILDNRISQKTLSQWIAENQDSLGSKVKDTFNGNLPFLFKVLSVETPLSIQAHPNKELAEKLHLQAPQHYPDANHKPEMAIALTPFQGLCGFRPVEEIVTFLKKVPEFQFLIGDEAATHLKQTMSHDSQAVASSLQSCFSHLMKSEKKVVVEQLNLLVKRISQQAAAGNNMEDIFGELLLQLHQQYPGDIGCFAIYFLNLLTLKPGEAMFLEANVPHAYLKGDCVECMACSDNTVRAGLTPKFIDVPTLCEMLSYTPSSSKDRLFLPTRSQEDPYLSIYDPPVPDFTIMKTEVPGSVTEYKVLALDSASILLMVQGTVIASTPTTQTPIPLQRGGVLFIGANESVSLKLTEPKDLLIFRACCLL
FLuc stim CS – firefly luciferase counter-screen for stimulation assays; AID 1027; activation factor at 10 µM; ATPlite luciferase biochemical, luminescence, 10 min; 0 = ATP-free wells, 1 = DMSO control; P08659; 200,000 tested, under 10 active;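 active = luciferase activation factor, scaled between plate controls, of at least 2 with compound at 10 µM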
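System: luciferase plus luciferin reagent, cell-free; medium: PBS as buffer for the ATP substrate; dosing: test compounds dosed from 2 mM stocks in 100% DMSO; timing: 10 min post-reagent at room temperature; measured by: luminescence measurement of luciferase light output; evaluation: luciferase activation, seen as luminescence increase over controls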
PMI act hi M6P – increases human PMI activity with near-saturating mannose 6-phosphate | coupled PMI enzyme assay, resazurin fluorescence, 20 min; active compounds read high; 1 = untreated enzyme, 0 = substrate-free blank | P34949 | 190,000 compounds, 0.34% hits | activation factor at 20 µM;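 active = activation factor of 2 or more at 20 µM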
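assay system = human phosphomannose isomerase with PGI, G6PDH, diaphorase coupling enzymes | quantity = 15 ng/mL PMI | incubation = enzyme reaction with compound 20 min at room temperature | medium = HEPES pH 7.4 buffer with MgCl2 and Tween-20 | compound dosing = one concentration, 20 µM, in 1% DMSO | measured by = Diaphorase-driven resazurin-to-resorufin fluorescence, excitation 544, emission 590 nm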
APP 5'UTR act – APP 5'UTR luciferase reporter activation. AID 1276. 190,000 compounds, 1% hits. SH-SY5Y APP 5'UTR luciferase reporter, luminescence; zero percent = DMSO vehicle wells. activation, % at 2 µM;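 active = activation above a set limit, based on mean plus 3 SD of controls, cut at about 140% in these data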; note: values of inactives mirror those of a sister screen read the other way
NF-kB expr up – NF-kB expression increase, human neuronal cells; NF-kB reporter expression; active compounds read high; fold change at 12.5 µM; 190,000 compounds, 1.6% hits; in the data active = fold change above about 3.3
TNAP inh hiacc – blocks human TNAP under high phosphate acceptor concentration. P05186. purified TNAP, CDP-star luminescence, 1 M DEA. inhibition, % at 20 µM. 200,000 compounds, 0.03% hits. AID 1135;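 active = over 50% inhibition of tissue-nonspecific alkaline phosphatase at 20 µM in the single-dose screen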;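 note: plate controls were DMSO wells for no effect and EDTA-quenched wells as full inhibition for full effect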
TNAP inh no acc – blocks human TNAP activity with no phosphate acceptor present; purified TNAP, CDP-star luminescence, 30 min; P05186; inhibition, % at 20 µM; 200,000 compounds, 0.26% hits;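 active = tissue-nonspecific alkaline phosphatase inhibition above about 50% at 20 µM in the single-dose screen, limit read from the data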;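 note: 0% = DMSO negative control and 100% = EDTA positive control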
* hit, by the source's call; . = not tested or not shown. Outcome played no part in choosing rows (roughly 3.6% active in at least one column).

canonical_smiles	FLuc inh counter	bIAP act	TNAP act hiacc	PMI act	FLuc stim CS	PMI act hi M6P	APP 5'UTR act	NF-kB expr up	TNAP inh hiacc	TNAP inh no acc
COc1ccc(C(=O)COC(=O)C(CCSC)NS(=O)(=O)c2ccc(Cl)cc2)cc1 (stereo not given)	-4	1	1	0.9	1	0.9	-11	0.8	-3	-4
CC(C)(C)OC(=O)N1CCOCCOCCN(C(=O)OC(C)(C)C)CCOCCOCC1	-9	1.1	1	0.9	1.1	1	-2	1.6	-4	-4
CCOc1ccccc1C(=O)N1CCCCC1C (stereo not given)	-2	0.9	1	1	1	0.9	4	1.1	-4	-12
COc1ccc(S(=O)(=O)Nc2ccccc2C(=O)NC(C)C)cc1OC	-10	0.7	1.1	1	1.1	1	16	1.1	-8	-7
COc1ccccc1NC(=O)c1ccccc1S(=O)(=O)c1ccccc1[N+](=O)[O-]	-2	1	1	1	1	0.9	-8	1.1	1	-4
Cn1cc(-c2nnnn2-c2ccc(Cl)cc2)c(C(F)(F)F)n1	1	0.8	1	0.8	1	0.8	.	0.83	-2	-6
Cc1cc(=O)n2[nH]c(C)c(-c3ccccc3)c2n1	-4	1	1	0.9	1	0.9	-7	1	-4	-11
Cc1ccc(NC(=O)CCC(=O)OCC(=O)c2ccc(Oc3ccc([N+](=O)[O-])cc3)cc2)c(C)c1	-5	0.9	1	0.9	1	0.9	10	0.91	-3	-9
CCn1cc(Br)c(C(=O)Nc2cccc(Cl)c2)n1	0	0.7	1	0.9	1	1	3	1.5	-5	-12
CCN(CCNC(=O)CS(=O)(=O)Cc1nc(-c2cccc(OC)c2)oc1C)c1ccccc1	-2	1.2	1	0.7	1	0.7	4	1	-2	-5
O=C(NC(=S)Nc1cccnc1Cl)c1ccco1	58*	1	1.1	1	0.4	1.1	7	1	-5	-13
Cn1c(SCC(=O)Nc2cccc(F)c2)nnc1-c1cccnc1	-3	1	1	1	1	1	-1	1.2	2	11
NCCCC[C@H](N)c1nnc([C@H](CCC(=O)O)NC(=O)C2CCNCC2)o1	-7	1	1.1	1.1	1.1	1.1	8	1	-9	-11
COc1ccc(CC(=O)OCC(=O)NC(=O)NC2CCCCC2)cc1	-5	1	1.1	1	1	1	11	1.2	-5	-6
Cn1c(=O)c(-c2cc(Br)ccc2N)nc2ccccc21	14	0.8	0.9	1	0.9	0.9	66	0.71	6	0
CC(C)Cc1cc(C(=O)N2N=C(C(F)F)CC2(O)C(F)F)c2ccccc2n1 (stereo not given)	1	1.1	1	1	1	0.9	5	1.2	-2	-14
COC(=O)C1CCN(c2ccc(C(N)=O)cc2[N+](=O)[O-])CC1	0	0.9	0.9	0.9	1	0.9	-5	0.92	6	-4
O=C(Nc1ccc2c(c1)C(=O)N(C1CCCCC1)C2=O)C1CCCO1 (stereo not given)	0	0.9	1	0.9	1	0.9	7	1.2	3	-4
COc1ccc(OC(=O)Nc2ccccc2)cc1	30	0.9	1	0.9	0.7	0.9	26	2.3	-4	-9
CCOC(=O)c1cnc(SC2CCc3ccccc3C2=O)nc1N (stereo not given)	-4	0.9	1.1	0.8	1	0.5	20	0.55	-7	-7
O=C(O)CCN1CC2([N+](=O)[O-])C=CC(=O)C([N+](=O)[O-])(C1)C2CC(=O)c1ccccc1 (stereo not given)	-1	0.7	1	1	1	0.6	12	1	0	22
COc1c2ccc(C(=O)NCc3cc(C(F)(F)F)cc(C(F)(F)F)c3)cc2nn1C	-8	0.9	1	0.9	1.1	0.9	6	1.2	-5	2
O=C(Nc1ccc2c(c1)CCC2)c1ccc(Cl)nc1	30	0.9	1	1	0.7	1	96	4*	-2	-9
CCC(C)(C)C1CCC(=NNC(=S)Nc2ccccc2)CC1 (stereo not given)	-6	1.1	1	1.7	1.1	2.3*	152*	1.2	2	-24
CCC(=NCCc1c(C)[nH]c2ccccc12)C1=C(O)CC(c2ccccc2)CC1=O (stereo not given)	-3	1.1	1	0.8	1	0.8	-29	0.83	-2	-7
O=C(CNC(=O)c1ccc(Br)cc1)NCC(=O)OCc1ccc(Cl)cc1	-4	1.1	1	0.9	1	0.9	16	0.96	-2	-12
Cn1c(=O)cc(OCCCC(=O)N2CCN(c3ccccc3)CC2)c2ccccc21	-3	1	1	0.9	1	0.9	12	1	-3	-8
COc1ccc2c(c1)O/C(=C\c1sccc1C)C2=O	86*	1	0.9	0.9	0.1	0.9	55	2	5	-5
O=S1(=O)CCN(Cc2cccc(Cl)c2)CC1	-5	1.1	1	1	1	0.9	19	1.1	-4	-5
N#CCCCSC1=C(C#N)C(c2ccccc2Cl)CC(=O)N1 (stereo not given)	-9	0.9	1.1	1	1.1	0.8	22	0.91	-6	-9

Part of the list above, field by field:
> CC(C)(C)OC(=O)N1CCOCCOCCN(C(=O)OC(C)(C)C)CCOCCOCC1
  FLuc inh counter: -9; bIAP act: 1.1; TNAP act hiacc: 1; PMI act: 0.9; FLuc stim CS: 1.1; PMI act hi M6P: 1; APP 5'UTR act: -2; NF-kB expr up: 1.6; TNAP inh hiacc: -4; TNAP inh no acc: -4

> Cn1c(=O)cc(OCCCC(=O)N2CCN(c3ccccc3)CC2)c2ccccc21
  FLuc inh counter: -3; bIAP act: 1; TNAP act hiacc: 1; PMI act: 0.9; FLuc stim CS: 1; PMI act hi M6P: 0.9; APP 5'UTR act: 12; NF-kB expr up: 1; TNAP inh hiacc: -3; TNAP inh no acc: -8

> Cc1ccc(NC(=O)CCC(=O)OCC(=O)c2ccc(Oc3ccc([N+](=O)[O-])cc3)cc2)c(C)c1
  FLuc inh counter: -5; bIAP act: 0.9; TNAP act hiacc: 1; PMI act: 0.9; FLuc stim CS: 1; PMI act hi M6P: 0.9; APP 5'UTR act: 10; NF-kB expr up: 0.91; TNAP inh hiacc: -3; TNAP inh no acc: -9

(next part)
canonical_smiles	FLuc inh counter	bIAP act	TNAP act hiacc	PMI act	FLuc stim CS	PMI act hi M6P	APP 5'UTR act	NF-kB expr up	TNAP inh hiacc	TNAP inh no acc
O=C(C1=C[C@@H](c2coc3ccccc3c2=O)C[C@@H](OCCCCO)O1)N1CCOCC1	6	1.1	1.1	1	0.9	0.9	-22	1.2	-8	-3
O=C(CCSCCC(=O)Nc1c(F)c(F)c(F)c(F)c1F)Nc1c(F)c(F)c(F)c(F)c1F	-4	1	1	1	1	1.1	-12	1.2	-3	-18
Cc1ccc[n+](C2C(c3ccc([N+](=O)[O-])cc3)C(C#N)=C([S-])NC2(O)C2CC2)c1 (stereo not given)	-3	1	0.9	0.9	1	0.5	16	1.4	8	6
O=C(CCn1cnnn1)Nc1ccccc1	0	0.9	1	1	1	1	16	1.2	1	-8
CCC(/C=N/NC(=O)C1COc2ccccc2O1)CC (stereo not given)	-4	0.9	1	0.9	1	0.9	-4	1.1	-1	-10
COc1ccc(NC(=S)NNC(=O)c2ccc(S(=O)(=O)N3CCOCC3)cc2)cc1	-3	1.4	1.1	1.1	1	1.1	1	0.92	-5	-165
CCOC(=O)Cc1csc(NC(=O)CN2C(=O)c3ccccc3S2(=O)=O)n1	-9	1.4	1.1	1	1.1	1.1	-7	1.2	-6	-89
S=C(NCc1ccco1)Nc1cccc(Cl)c1	-5	0.9	1	0.9	1	0.9	3	0.88	-3	-1
COc1cccc(CN=CC2=C(O)CC(C)(C)CC2=O)c1OC	0	0.9	1	0.9	1	0.9	-5	1.5	3	-7
O=C(O)/C=C/C(=O)Nc1ccc2nccnc2c1	-2	1	1.1	0.9	1	0.4	3	1.4	-5	-16
CCN(CC)Cc1oc(CO)cc(=O)c1O	0	1.1	1	1	1	0.8	-13	1.4	-3	-6
CSc1nc2nc(C)c(C/C=C/c3ccccc3)c(=O)n2[nH]1	-4	0.9	1	1	1	0.9	6	1.1	0	-6
CN(C)S(=O)(=O)c1cccc(NC(=O)CSc2nc3ccccc3n2-c2ccccc2)c1	-5	0.9	1.1	0.9	1.1	1.1	4	0.67	-11	-12
COc1ccc(NC(=O)C2CCCN(S(=O)(=O)c3cccc4cccnc34)C2)cc1 (stereo not given)	0	0.9	1	1	1	1	-1	0.72	-4	-8
COCCNC(=O)CSc1nc(-c2ccccc2)c(-c2ccccc2)o1	2	1	1	0.9	1	0.9	-2	1.2	-4	-6
O=C(Nc1ccc(Cl)cn1)c1ccc2c(c1)OCCO2	83*	0.9	1	1	0.2	1	199*	5.2*	0	-2
COCCN(CCOC)S(=O)(=O)c1ccc(C(=O)NC2CCN(Cc3ccccc3)CC2)cc1	-7	0.6	1	1.1	1.1	1.1	16	0.83	0	14
CCOC(=O)c1csc(NC(=O)Nc2cccc(Cl)c2)n1	-2	1	1	1.1	1	1	-25	1.1	-2	10
CCn1nc(C)c(NC(=O)c2ccc(Br)o2)c1C	-10	0.9	1.1	1.1	1.1	1.1	-5	1.1	-6	-6
CC(=O)N/N=C(\C)CC(=O)NC(C)(C)C	-4	1.1	1	1	1	1	8	1.1	-2	-6
N#Cc1nc(Cc2cccc3ccccc23)oc1NCc1ccco1	-8	0.8	1.1	0.9	1.1	0.8	3	0.91	-10	-7
CCOC(=O)c1[nH]c2c(c1-c1ccccc1)C(=O)CC(c1ccccc1)C2 (stereo not given)	2	1	1	1.1	1	1.1	18	1.6	-3	-8
CN(C(=O)c1ccc(OC2CCN(CCc3ccccc3)CC2)cc1)C1CCOCC1	-4	1.1	1	1	1	0.9	15	.	-4	-10
CC(C)C(OC(=O)c1oc2ccccc2c1CSC1CCCCC1)C(=O)NC(N)=O (stereo not given)	-3	1	1	1	1	1	-9	1.1	0	-4
COc1cccc(OC)c1C(=O)NC(=S)NCc1ccco1	-2	1.1	1	0.9	1	0.8	-6	0.94	-1	-5
NS(=O)(=O)c1ccc(CNC(=O)/C=C/c2c(F)cccc2Cl)cc1	-6	1	1	1	1.1	1.1	-1	1.1	-2	-2
CCCC(C)NC(=O)COC(=O)c1ccc(Cl)c(S(N)(=O)=O)c1 (stereo not given)	-4	0.9	0.9	0.9	1	1	-6	0.99	7	-1
CCOC(=O)c1ccccc1NC(=O)COc1cc(=O)n(CC)c2ccccc12	-2	1	1.1	1	1	1	-4	0.87	-6	-10
Cc1nc2cc(-c3sccc3-n3cccc3)nn2c(C)c1C	2	1	1	0.9	1	0.9	5	1.6	-3	-11
Cc1cc(S(=O)(=O)N(Cc2ccc(F)cc2)CC2CCCO2)ccc1-n1cnnn1 (stereo not given)	-6	0.8	1	0.9	1.1	0.9	9	1	-3	-13
Cc1cc(NC(=O)CCC(=O)N(c2cccnc2)C(C(=O)NC2CCCC2)c2ccccc2)no1 (stereo not given)	-3	1	1	1.1	1	1.1	-4	1.1	-5	-12
COC(=O)C1CCN(C(=O)Nc2ccccc2)CC1	-6	0.9	1	1.1	1.1	0.9	-1	1	-1	-8
CC1CN(C(=O)c2ccn(C)n2)CC(C)O1 (stereo not given)	-3	1	1	0.9	1	0.9	19	1.1	-4	-8
Cc1ccc(-n2cnnn2)c2cccnc12	-7	0.9	1	0.9	1.1	1	8	0.94	-5	-12
COCCNc1nnc(SCC(=O)NNC(=O)c2ccccc2)s1	-5	1.1	1	1	1	0.9	2	1	3	-17

Screening data as filed in PubChem BioAssay.
